Bioassay records from PubChem.
pPAFAH FP inh: pPAFAH enzyme inhibitors, primary screen, biochemical, fluorescence polarization, human | inhibition, % at 3.39 µM | AID 463082, 2010 | Platelet-activating factor acetylhydrolase (Homo sapiens), Q13093 | 330,000 tested, 1.5% active | recombinant pPAFAH, FP-rhodamine probe fluorescence polarization;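 active = inhibition above the mean inhibition across the screen plus 3 SD, cut at about 25% in these data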;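 note: inhibitors block binding of the rhodamine activity-based probe so polarization drops; 0% = enzyme with DMSO and 100% = wells lacking pPAFAH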
PAD4 inh: human PAD4 inhibitors, primary screen, biochemical, fluorescence polarization, 1536-well format | Protein-arginine deiminase type-4 (Homo sapiens), Q9UM07 | recombinant PAD4, RCA probe fluorescence polarization | inhibition, % at 6.36 µM | 330,000 tested, 0.41% active | AID 485272, 2010;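 active = percent inhibition above a cutoff equal to the mean of all tested compounds plus 3 SD, cut at about 15% in these data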;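 note: 0% = PAD4 with RCA probe and DMSO and 100% = probe without PAD4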
LYPLA2 counter: LYPLA2 inhibitors, primary screen, counter-screen for PME1 inhibitor project, biochemical, fluorescence polarization, FP-Rh probe ABPP; Acyl-protein thioesterase 2 (Homo sapiens), O95372; recombinant LYPLA2; inhibition, % at 5.9 µM; 320,000 tested, 0.38% active;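 active = inhibition above the screen-wide mean plus 3 SD, limit set per campaign, cut at about 26% in these data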;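 note: 0% = LYPLA2 with DMSO and 100% = wells lacking LYPLA2 enzyme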
Target sequence (O95372 whole entry, looked up): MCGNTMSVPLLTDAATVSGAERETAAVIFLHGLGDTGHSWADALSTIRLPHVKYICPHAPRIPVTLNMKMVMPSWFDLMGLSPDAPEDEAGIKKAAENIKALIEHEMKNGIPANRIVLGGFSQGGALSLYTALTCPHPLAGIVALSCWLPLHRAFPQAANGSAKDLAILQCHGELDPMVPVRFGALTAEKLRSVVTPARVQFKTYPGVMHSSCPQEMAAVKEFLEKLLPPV
PAFAH1B3 inh: PAFAH1B3 enzyme inhibitors, primary screen, biochemical, fluorescence polarization, human; Platelet-activating factor acetylhydrolase IB subunit alpha1 (Homo sapiens), Q15102; 340,000 tested, 0.28% active; recombinant PAFAH1B3, FP-rhodamine probe; AID 492972, 2010; inhibition, % at 3.39 µM;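 active = inhibition above the screen-wide average of all tested compounds plus 3 SD, cut at about 25% in these data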;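 note: 0% = enzyme with DMSO only and 100% = wells lacking PAFAH1B3 protein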
PAFAH1B2 inh: PAFAH1B2 enzyme inhibitors, primary screen, biochemical, fluorescence polarization, human | Platelet-activating factor acetylhydrolase IB subunit alpha2 (Homo sapiens), P68402 | recombinant PAFAH1B2, FP-rhodamine activity probe | inhibition, % at 3.39 µM | 340,000 tested, 1.2% active;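 active = inhibition above the mean of all tested compounds plus 3 SD, cut at about 24% in these data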;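 note: 0% = enzyme with DMSO and 100% = wells lacking PAFAH1B2; many of its hits are not listed in these tables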
PREPL inh: PREPL enzyme inhibitors, primary screen, biochemical, fluorescence polarization. Prolyl endopeptidase-like (Homo sapiens), Q4J6C6. recombinant PREPL, fluorescence polarization activity-based probe. inhibition, % at 5.96 µM. 320,000 tested, 0.68% active; in the data active = inhibition above about 43%;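 note: 0% = enzyme with DMSO and 100% = wells lacking enzyme; many of its hits are not listed in these tables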
Target sequence (Q4J6C6 whole entry, looked up): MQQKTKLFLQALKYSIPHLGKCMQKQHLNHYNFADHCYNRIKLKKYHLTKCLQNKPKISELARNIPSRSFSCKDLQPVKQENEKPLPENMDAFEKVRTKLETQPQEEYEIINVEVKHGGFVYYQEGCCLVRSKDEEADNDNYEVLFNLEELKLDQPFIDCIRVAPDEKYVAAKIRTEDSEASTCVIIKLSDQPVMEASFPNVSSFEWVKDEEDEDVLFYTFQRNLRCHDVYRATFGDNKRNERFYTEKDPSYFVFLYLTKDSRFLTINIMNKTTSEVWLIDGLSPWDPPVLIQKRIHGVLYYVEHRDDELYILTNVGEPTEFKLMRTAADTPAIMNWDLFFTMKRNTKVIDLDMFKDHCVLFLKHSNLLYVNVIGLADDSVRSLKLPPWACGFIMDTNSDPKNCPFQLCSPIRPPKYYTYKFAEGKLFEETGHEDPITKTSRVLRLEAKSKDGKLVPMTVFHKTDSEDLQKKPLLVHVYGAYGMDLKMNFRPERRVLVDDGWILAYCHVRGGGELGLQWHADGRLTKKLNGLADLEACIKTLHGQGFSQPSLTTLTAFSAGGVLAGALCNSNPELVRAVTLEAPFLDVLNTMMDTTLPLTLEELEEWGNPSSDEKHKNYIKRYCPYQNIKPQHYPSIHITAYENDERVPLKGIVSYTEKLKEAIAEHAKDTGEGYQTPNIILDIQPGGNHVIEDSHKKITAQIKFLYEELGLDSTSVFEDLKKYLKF
LYPLA1 inh: LYPLA1 inhibitors, primary screen, counter-screen for PME1 inhibitor project, biochemical, fluorescence polarization, FP-Rh probe ABPP; Acyl-protein thioesterase 1 (Homo sapiens), O75608; recombinant LYPLA1; inhibition, % at 5.9 µM; 320,000 tested, 0.16% active;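 active = inhibition above the mean of all tested compounds plus 3 SD, set per campaign, cut at about 14% in these data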;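 note: inhibitors block serine hydrolase probe labeling of LYPLA1 so polarization falls; 0% = enzyme with DMSO and 100% = wells lacking LYPLA1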
PAFAH2 inh: PAFAH2 enzyme inhibitors, primary screen, biochemical, fluorescence polarization, human; Platelet-activating factor acetylhydrolase 2, cytoplasmic (Homo sapiens), Q99487; recombinant PAFAH2, FP-rhodamine activity probe; inhibition, % at 3.39 µM; 340,000 tested, 0.99% active; AID 492956, 2010;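 active = inhibition above the mean over all tested compounds plus 3 SD, cut at about 30% in these data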;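 note: inhibitors block probe labeling of enzyme so polarization drops; 0% = enzyme with DMSO and 100% = wells lacking PAFAH2 protein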
GSTO1 counter: inhibitors of recombinant GSTO1, primary screen, counter-screen for RBBP9 inhibitor project, biochemical, fluorescence polarization. Glutathione S-transferase omega-1 (Homo sapiens), P78417. 300,000 tested, 1.1% active. inhibition, % at 5.96 µM. activity-based probe fluorescence polarization. AID 1974, 2009;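 active = inhibition above the campaign mean inhibition plus 3 SD, cut at about 35% in these data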;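 note: 0% = GSTO1-1 with DMSO and 100% = wells lacking GSTO1-1 enzyme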
Starred values were filed as active, the others as inactive; nt = no result given. Not all compounds are listed. The share of hits here may be higher or lower than overall.

SMILES	pPAFAH FP inh	PAD4 inh	LYPLA2 counter	PAFAH1B3 inh	PAFAH1B2 inh	PREPL inh	LYPLA1 inh	PAFAH2 inh	GSTO1 counter
COc1ccccc1C(=O)Nc1ccnn1C1CCN(Cc2ccc3nonc3c2)CC1	4	-1	6	-2	5	-3	2	1	6
Cc1cc2oc(=O)cc(-c3ccccc3)c2c(C)c1-c1ccc(O)cc1	2	0	nt	7	-1	nt	nt	-6	nt
Cc1nnc(N2CCOCC2)c2nn(-c3ccccc3)c(C)c12	3	4	9	5	4	25	4	-2	-2
Cc1c(NC(=O)c2ccc(S(=O)(=O)N3CC(C)OC(C)C3)cc2)c(=O)n(-c2ccccc2)n1C (centres undefined)	1	-2	-2	9	-2	1	0	4	6
CC1CCc2nc(NC(=O)C3CCCO3)sc2C1 (centres undefined)	4	-6	-2	3	5	15	3	-8	5
Cc1ccccc1C(=O)N1CCC(C(=O)N(CC(C)C)c2c(N)n(Cc3ccccc3)c(=O)[nH]c2=O)CC1	3	-4	-6	4	5	2	0	5	10
O=C(COC(=O)c1ccc(O)cc1O)Nc1ccc(Cl)cn1	21	-1	5	9	-4	-9	2	1	3
CN(C)S(=O)(=O)c1ccc(NC(=O)Cc2ccc(S(=O)(=O)N3CCOCC3)s2)cc1	8	-2	10	9	2	-2	-1	11	-2
Cc1cccc(CC2SC(N3CCN(c4ccccc4)CC3)=NC2=O)c1 (centres undefined)	-2	-5	4	6	8	-35	4	2	1
CCCSCCCNC(=O)c1ccc(NC(=O)C2=CSCCO2)cc1	5	0	4	6	4	10	0	4	4
Cc1ccc(OCC(=O)NCCO)cc1C	3	0	-18	-5	6	-3	1	8	7
O=C(C1CCN(Cc2ccc(F)cc2)CC1)N1CCN(C/C=C/c2ccccc2)CC1	3	-4	-2	8	-2	40	-1	1	-5
CC1(C)Oc2ccc3ccc(=O)oc3c2/C(=C/O)C1=O	7	6	-5	14	-4	-5	-2	-3	0
CCOc1cc(N2CCOCC2)c(OCC)cc1NC(=O)COC(=O)c1ccc(Cl)nc1	5	3	nt	5	2	20	nt	2	nt
Cc1cccc(NC(=O)COC(=O)c2ccc3c(c2)OCO3)c1C	2	-1	15	10	2	17	5	40*	4
O=C(COC(=O)Cc1c(Cl)cccc1Cl)Nc1ccc2[nH]c(=O)[nH]c2c1	0	-7	8	4	3	1	5	5	-2
C=CCc1cccc2cc(C(=O)Nc3ccc(NC(C)=O)cc3)c(=O)oc12	-1	3	1	-1	1	-1	1	-3	-3
CCOc1ccccc1-n1c(SC(C)C(=O)NCC2CCCO2)nc2ccccc2c1=O (centres undefined)	4	3	4	7	5	5	0	6	nt
C#CCOCCOCCOCCNc1nc(N2CCN(C(=O)[C@H](CCC(=O)O)n3cc(C(N)CO)nn3)CC2)nc(N2CCN(C(=O)[C@H](Cc3cc4ccccc4[nH]3)n3cc(C(N)[C@H](C)CC)nn3)CC2)n1 (some centres undefined)	6	4	4	11	7	18	-3	-6	3
CCOC(=O)C/C(N)=N/NC(=O)c1ccc(Cl)cc1Cl	6	-3	-1	6	7	-4	-2	5	62*
COc1cccc(CN(C)CC(=O)Nc2c(C)cccc2C(C)C)c1	3	0	10	14	0	19	3	-7	4
CC(=O)c1cc(F)c(N2CCN(C(=O)Cc3ccccc3)CC2)cc1C	0	2	-5	6	-2	8	-2	-3	8
Cc1occc1C(=O)N/N=C/c1ccccn1	3	2	0	7	1	-5	0	-6	3
Cc1ccc2cc(C(c3nnnn3C3CCCC3)N3CCOCC3)c(=O)[nH]c2c1C (centres undefined)	-2	3	3	0	5	7	1	-4	1
CC[C@]12c3[nH]c4ccccc4c3CCN1C(=O)C(CC(=O)NCc1ccco1)C[C@@H]2C(=O)N1CCN(C(=O)C2CC2)CC1 (some centres undefined)	3	2	nt	-2	3	0	nt	-1	nt
CC1=C(C(=O)OC(C)C)C(c2cccnc2)C2=C(CC(C)(C)CC2=O)N1 (centres undefined)	4	3	-1	4	-6	23	1	12	-2
O=[N+]([O-])c1cc([N+](=O)[O-])c(Oc2ccc(F)cc2F)cc1NN1CCCCC1	2	-5	-1	3	5	4	-1	-11	8
CCCn1c(=S)[nH]c2sc3c(c2c1=O)CCCC3	7	-1	10	10	0	14	3	6	2
CC1CN(C(=O)CCC(=O)N2CCN(c3cccc(C(F)(F)F)c3)CC2)c2ccccc2O1 (centres undefined)	11	1	59*	2	1	12	12	1	-3
CC(C)(C)c1ccc(OCCNC(=S)NC(=O)c2cccnc2)cc1	0	1	14	7	-3	20	-1	1	-3
Cn1nc(C(=O)OCC(=O)Nc2ccc(F)cc2Cl)c2ccccc2c1=O	0	-6	nt	1	0	-5	nt	0	nt
COc1ccc(CN2CCN(C(=O)CC(C)C)CC2)c(OC)c1OC	5	-1	-2	-1	5	1	0	8	4
CCOC(=O)CN(C(=O)CN1CCOCC1)c1ccc(Br)cc1	1	-6	3	-6	-1	3	4	-7	0
Cc1ccc(CN(c2ccc(C(=O)NCC3CCCO3)cc2)S(C)(=O)=O)cc1 (centres undefined)	1	-2	0	1	3	-2	-2	2	-6
Cc1ccc(C)c(OCCC(=O)NCCc2ccc(F)cc2)c1	-1	1	7	-1	10	0	1	2	-3
CC(C)(C)c1ccc(OCC(O)CS(=O)(=O)c2ccccn2)cc1 (centres undefined)	5	1	0	2	11	0	-1	-10	4

Part of the list above, with two lines to a compound:
Value order: pPAFAH FP inh, PAD4 inh, LYPLA2 counter, PAFAH1B3 inh, PAFAH1B2 inh, PREPL inh, LYPLA1 inh, PAFAH2 inh, GSTO1 counter
Cc1ccc2cc(C(c3nnnn3C3CCCC3)N3CCOCC3)c(=O)[nH]c2c1C (centres undefined)
    -2, 3, 3, 0, 5, 7, 1, -4, 1
CC[C@]12c3[nH]c4ccccc4c3CCN1C(=O)C(CC(=O)NCc1ccco1)C[C@@H]2C(=O)N1CCN(C(=O)C2CC2)CC1 (some centres undefined)
    3, 2, nt, -2, 3, 0, nt, -1, nt
CC1=C(C(=O)OC(C)C)C(c2cccnc2)C2=C(CC(C)(C)CC2=O)N1 (centres undefined)
    4, 3, -1, 4, -6, 23, 1, 12, -2
O=[N+]([O-])c1cc([N+](=O)[O-])c(Oc2ccc(F)cc2F)cc1NN1CCCCC1
    2, -5, -1, 3, 5, 4, -1, -11, 8
CCCn1c(=S)[nH]c2sc3c(c2c1=O)CCCC3
    7, -1, 10, 10, 0, 14, 3, 6, 2
CC1CN(C(=O)CCC(=O)N2CCN(c3cccc(C(F)(F)F)c3)CC2)c2ccccc2O1 (centres undefined)
    11, 1, 59*, 2, 1, 12, 12, 1, -3
CC(C)(C)c1ccc(OCCNC(=S)NC(=O)c2cccnc2)cc1
    0, 1, 14, 7, -3, 20, -1, 1, -3
Cn1nc(C(=O)OCC(=O)Nc2ccc(F)cc2Cl)c2ccccc2c1=O
    0, -6, nt, 1, 0, -5, nt, 0, nt
COc1ccc(CN2CCN(C(=O)CC(C)C)CC2)c(OC)c1OC
    5, -1, -2, -1, 5, 1, 0, 8, 4
CCOC(=O)CN(C(=O)CN1CCOCC1)c1ccc(Br)cc1
    1, -6, 3, -6, -1, 3, 4, -7, 0

Next results.
SMILES	pPAFAH FP inh	PAD4 inh	LYPLA2 counter	PAFAH1B3 inh	PAFAH1B2 inh	PREPL inh	LYPLA1 inh	PAFAH2 inh	GSTO1 counter
CCOc1ccccc1NC(=O)COc1ccc2ccc(=O)oc2c1	0	1	2	-5	-4	-4	5	-2	-5
O=C(OCC(=O)N1CCCC1)c1cc2c(cc1[N+](=O)[O-])OCCO2	-4	-4	4	4	4	11	1	3	nt
C/C(=N\Nc1nc2c(s1)CCCC2)c1ccc(Cl)cc1	19	9	2	-9	6	30	2	0	13
CC(=O)c1ccc(-n2nncc2C(C)(C)C)cc1	6	1	11	-4	2	6	2	4	4
O=C(/C=C/c1ccco1)NCC1CCCO1 (centres undefined)	1	0	2	5	-3	10	-2	14	26
CCOC(=O)Nc1sc(C)nc1-c1ccccc1	4	-3	-3	0	-3	28	-4	-2	-7
O=C(CSc1ccc(Cl)cc1)Nn1cnnc1	1	0	-1	-3	12	-2	-5	-18	4
COc1ccccc1CNC(=O)c1cnc2sccn2c1=O	11	-2	-8	-1	4	5	-3	9	4
COc1nnc(-c2ccc(C)c(S(=O)(=O)NC(C)C)c2)c2ccccc12	10	-2	4	4	6	23	1	3	-5
COC(=O)c1c(NC(=O)c2ccnn2C)sc(C)c1C	4	-2	6	5	4	-7	3	0	-2
Cc1nn(S(=O)(=O)N2CCCCC2)c(C)c1Br	1	1	2	5	0	-9	3	-6	6
COc1ccccc1CN1CC(C(=O)NCCc2ccccc2Cl)CCC1=O (centres undefined)	2	-2	3	7	1	8	0	-1	2
Cc1cc(C)n2nc(SCn3nnc4ccccc4c3=O)nc2n1	-3	-1	1	-8	5	4	-1	3	0
COc1cc(OC)cc(-c2nc3ccccc3c(=O)n2OC(=O)c2ccc(Br)cc2)c1	2	0	10	3	-2	0	3	-3	-2
O=C(c1ccc2oc(CCc3ccccc3)nc2c1)N1CC[C@H](O)C1	0	-1	3	0	1	5	-3	2	-1
CC12CCC(C(=O)N(CSC(=S)N/N=C\c3ccccc3O)C1=O)C2(C)C (centres undefined)	5	-3	3	5	11	20	0	38*	-17
O=C(OC1CCN(c2ncc(C(F)(F)F)cc2Cl)CC1)c1ccccc1	3	0	-8	0	0	1	2	-1	5
COc1ccc(-n2nnnc2SC(C)C(=O)NC2CCCC2)cc1 (centres undefined)	2	-1	0	3	1	4	-2	-4	nt
Cc1ccccc1NC(=O)NCCCN1CCN(C2CCCCC2)CC1	6	4	4	-3	6	-8	-4	5	1
Nc1nc2c(nc(Br)n2[C@@H]2O[C@@H]3COP(=O)(O)O[C@H]3[C@H]2O)c(=O)[nH]1	-1	-3	7	-1	-3	8	3	-1	7
CCc1nc2oc3ccccc3c(=O)c2c(=O)n1-c1ccccc1	0	2	3	3	4	-1	-2	0	-2
O=C(NCCCc1ccccc1)C1CC(=O)N(c2ccc3c(c2)OCCO3)C1 (centres undefined)	3	2	2	4	5	14	-2	1	3
Cc1c(C(C)(C(=O)O)c2c(C)n(C)c3ccccc23)c2ccccc2n1C	-1	-3	-7	nt	nt	5	-4	nt	7
